Assay outcomes from PubChem.
VLA-4 inh = inhibition in a human VLA-4 binding assay | P13612 | VLA-4 expressing cells, ligand binding flow cytometry | inhibition, % (about 7 µM as worked out from the volumes in the protocol) | hit rate 0.2% among 330,000 | AID 2557; in the data active = inhibition above about 50%
Target sequence (P13612 whole entry, looked up): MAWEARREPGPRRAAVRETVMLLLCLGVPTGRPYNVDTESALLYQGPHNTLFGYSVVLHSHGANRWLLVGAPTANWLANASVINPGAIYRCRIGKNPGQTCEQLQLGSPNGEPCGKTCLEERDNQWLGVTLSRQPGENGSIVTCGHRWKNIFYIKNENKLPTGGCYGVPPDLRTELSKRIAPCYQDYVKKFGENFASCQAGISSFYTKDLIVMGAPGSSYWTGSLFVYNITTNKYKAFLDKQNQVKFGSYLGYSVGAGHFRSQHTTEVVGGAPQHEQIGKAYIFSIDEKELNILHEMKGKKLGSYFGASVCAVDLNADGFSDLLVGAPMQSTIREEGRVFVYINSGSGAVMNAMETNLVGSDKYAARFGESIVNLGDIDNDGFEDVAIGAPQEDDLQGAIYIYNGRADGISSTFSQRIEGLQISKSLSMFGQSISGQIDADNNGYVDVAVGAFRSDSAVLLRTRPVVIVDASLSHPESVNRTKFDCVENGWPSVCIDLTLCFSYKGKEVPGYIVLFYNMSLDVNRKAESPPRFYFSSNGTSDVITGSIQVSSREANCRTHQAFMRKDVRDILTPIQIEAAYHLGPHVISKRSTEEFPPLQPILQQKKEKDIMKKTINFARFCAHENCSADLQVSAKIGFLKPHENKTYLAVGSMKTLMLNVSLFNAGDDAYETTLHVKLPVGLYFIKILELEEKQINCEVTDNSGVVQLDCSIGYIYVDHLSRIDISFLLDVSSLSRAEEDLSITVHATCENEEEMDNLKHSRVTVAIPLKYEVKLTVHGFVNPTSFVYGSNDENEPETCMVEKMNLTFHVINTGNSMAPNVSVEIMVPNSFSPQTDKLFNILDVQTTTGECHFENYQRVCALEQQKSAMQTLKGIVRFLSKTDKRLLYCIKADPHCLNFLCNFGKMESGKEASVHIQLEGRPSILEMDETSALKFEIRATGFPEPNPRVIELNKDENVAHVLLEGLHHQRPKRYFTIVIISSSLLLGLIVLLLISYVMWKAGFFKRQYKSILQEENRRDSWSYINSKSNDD
CIT2 TOR yeast = alters CIT2-GFP fluorescence in TOR pathway yeast screen. S. cerevisiae CIT2-GFP strain, flow cytometry, 3 h; 100 means same as DMSO wells. hit rate 0.065% among 320,000. GFP response vs DMSO, % at 10 µM;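 active = GFP response relative to DMSO above a set limit, near the screen mean plus 3 SD, cut at about 150% in these data; inconclusive = Fewer than 70 cells measured for a yeast strain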;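 note: ratio of well median GFP fluorescence to mean of DMSO wells on the plate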
AGP1-GFP MLPCN = modulators of TOR pathway AGP1-GFP in S. cerevisiae; AID 2066; GFP response vs DMSO, % at 10 µM; S. cerevisiae AGP1-GFP multiplex flow cytometry, 3 h; GFP as percent of DMSO wells; hit rate 0.02% among 320,000;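 active = GFP response relative to DMSO above a set limit, near screen average plus 3 SD, cut at about 150% in these data; inconclusive = fewer than 70 cells counted for the yeast strain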;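 note: median GFP channel fluorescence of the gated AGP1 strain per well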
GRK2 aptamer HTS = inhibitors of human GRK2 displacing RNA aptamer; bead flow cytometry, FAM-aptamer displacement from GRK2; inhibition of aptamer binding, % at 10 µM; hit rate 0.59% among 330,000; AID 488847;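 active = inhibition of aptamer binding above 40%, roughly 3 SD of noise, on plates passing a quality check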;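 note: median bead fluorescence of bound FAM aptamer so fluorescent compounds give negative values; no value below 0 was filed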
MEP2 TOR yeast = alters MEP2-GFP fluorescence in TOR pathway yeast screen; S. cerevisiae MEP2-GFP strain, flow cytometry GFP, 3 h; 100% = DMSO control level; GFP response vs DMSO, % at 10 µM; hit rate 0.51% among 330,000;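 active = GFP response versus DMSO above a set limit, roughly screen mean plus 3 SD, cut at about 180% in these data; inconclusive = fewer than 70 cells counted for a yeast strain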;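 note: median GFP fluorescence of the barcode-gated MEP2-GFP cells per well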
LAP4 TOR yeast = alters LAP4-GFP fluorescence in TOR pathway yeast screen | S. cerevisiae LAP4-GFP multiplex, flow cytometry GFP, 3 h; median GFP as percent of DMSO wells | GFP response vs DMSO, % at 10 µM | hit rate 0.34% among 320,000;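 active = GFP response vs DMSO above a set limit, about the screen mean plus 3 SD, cut at about 150% in these data; inconclusive = under 70 cell events counted for the yeast strain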
Yeast superoxide = lowers age-related superoxide in aged yeast cells. AID 2690. superoxide response (% of plate mean), % at 10 µM. S. cerevisiae aged cells, superoxide DHE fluorescence; stronger effect = lower value. hit rate 0.18% among 330,000;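 active = superoxide response under a set limit, about three screen SD below normal, cut at about 65% in these data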;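 note: yeast aged for seven days with compound at 30 °C before DHE staining; 100% = average MFI of all compound-treated wells on the plate with controls excluded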
RPL19A TOR yeast = alters RPL19A-GFP fluorescence in TOR pathway yeast screen. S. cerevisiae RPL19A-GFP strain, flow cytometry, 3 h; stronger effect = lower value. percent response vs DMSO, % at 10 µM. hit rate 0.3% among 330,000. AID 2025;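 active = percent response vs DMSO below 50%; inconclusive = fewer than 70 events counted for the yeast strain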;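 note: median channel GFP fluorescence of the barcoded RPL19A-GFP strain; ratio of sample median GFP to plate DMSO average so 100% = DMSO; lower means less RPL19A-GFP as with rapamycin TOR inhibition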
* = called active by the depositor; [ ] = dose if it differs, or a comment. This is a random part of the collection, and some 1.7% of all compounds hit somewhere here.

`O=C(NCCN1CCN(c2ccccc2)CC1)Nc1ccccc1Cl` gave VLA-4 inh 9, CIT2 TOR yeast 93, AGP1-GFP MLPCN 95, GRK2 aptamer HTS 0, MEP2 TOR yeast 99, LAP4 TOR yeast 93, Yeast superoxide 93 and RPL19A TOR yeast 100.
CC(=O)NC1CC2CCCC(C1)N2Cc1ccc(C)cc1 (stereo not drawn) was read as VLA-4 inh 6, CIT2 TOR yeast 105, AGP1-GFP MLPCN 99, GRK2 aptamer HTS 0, MEP2 TOR yeast 103, LAP4 TOR yeast 93, Yeast superoxide 97 and RPL19A TOR yeast 100.
Screening CCOc1cc(NC(=O)c2ccco2)c(OCC)cc1NC(=O)CCC(=O)NCc1cccnc1 returned VLA-4 inh 6, CIT2 TOR yeast 96, AGP1-GFP MLPCN 98, GRK2 aptamer HTS 7, MEP2 TOR yeast 98, LAP4 TOR yeast 97, Yeast superoxide 102 and RPL19A TOR yeast 95.
Screening CCC(NC(=O)Cc1cccs1)c1ccccc1 (stereo not drawn) returned VLA-4 inh 6, CIT2 TOR yeast 104, AGP1-GFP MLPCN 104, GRK2 aptamer HTS 0, MEP2 TOR yeast 110, LAP4 TOR yeast 97, Yeast superoxide 92 and RPL19A TOR yeast 106.
Cc1ccc(CNC(=O)C2CCCN2C(=O)Nc2cccc(Cl)c2)cc1 (stereo not drawn) was read as VLA-4 inh 5, CIT2 TOR yeast 99, AGP1-GFP MLPCN 93, GRK2 aptamer HTS 2, MEP2 TOR yeast 106, LAP4 TOR yeast 83, Yeast superoxide 101 and RPL19A TOR yeast 99.
Screening C/C(CCc1ccccc1)=N\NC(=O)COc1ccccc1C returned VLA-4 inh -1, CIT2 TOR yeast 106, AGP1-GFP MLPCN 108, GRK2 aptamer HTS 4, MEP2 TOR yeast 100, LAP4 TOR yeast 108, Yeast superoxide 86 and RPL19A TOR yeast 102.
For COc1ccc(NC(=O)CCN2CCN(S(=O)(=O)c3ccc(Cl)cc3)CC2)cc1 the results were VLA-4 inh 2, CIT2 TOR yeast 97, AGP1-GFP MLPCN 102, GRK2 aptamer HTS 0, MEP2 TOR yeast 104, LAP4 TOR yeast 99, Yeast superoxide 95 and RPL19A TOR yeast 101.
CC(C)(C)OC(=O)C(C)(C)Sc1nnc(N)s1 was read as VLA-4 inh 22, CIT2 TOR yeast 98, AGP1-GFP MLPCN 101, GRK2 aptamer HTS 1, MEP2 TOR yeast 98, LAP4 TOR yeast 109, Yeast superoxide 102 and RPL19A TOR yeast 100.
Cc1ccc(NC2CCCN(C(=O)CCc3scnc3C)C2)cc1C (stereo not drawn) was read as VLA-4 inh 5, CIT2 TOR yeast 104, AGP1-GFP MLPCN 102, GRK2 aptamer HTS 0, MEP2 TOR yeast 95, LAP4 TOR yeast 98, Yeast superoxide 101 and RPL19A TOR yeast 118.
Cc1ccc(C)c(NC(=O)C2CC(O)CN2C(=O)OC(C)(C)C)c1 (stereo not drawn) was read as VLA-4 inh -1, CIT2 TOR yeast 98, AGP1-GFP MLPCN 100, GRK2 aptamer HTS 8, MEP2 TOR yeast 98, LAP4 TOR yeast 111, Yeast superoxide 93 and RPL19A TOR yeast 100.
`CCOC(=O)C1=C(O)C(=O)N(c2ccc(S(N)(=O)=O)cc2)C1c1ccccc1` (stereo not drawn) gave VLA-4 inh 0, CIT2 TOR yeast 98, AGP1-GFP MLPCN 97, GRK2 aptamer HTS 1, MEP2 TOR yeast 98, LAP4 TOR yeast 94, Yeast superoxide 95 and RPL19A TOR yeast 98.
`Cc1ccc(C(=O)Nc2ccccc2)cc1S(=O)(=O)N1CCN(C)CC1` gave VLA-4 inh 19, CIT2 TOR yeast 106, AGP1-GFP MLPCN 92, GRK2 aptamer HTS 3, MEP2 TOR yeast 102, LAP4 TOR yeast 96, Yeast superoxide 100 and RPL19A TOR yeast 94.
For O=C(CNC(=O)C(c1ccccc1)c1ccccc1)OCc1ccccc1 the results were VLA-4 inh 4, CIT2 TOR yeast 92, AGP1-GFP MLPCN 96, GRK2 aptamer HTS 2, MEP2 TOR yeast 104, LAP4 TOR yeast 98, Yeast superoxide 95 and RPL19A TOR yeast 95.
For CCC(C(=O)Nc1ccc(N2CCOCC2)c(S(=O)(=O)Nc2ccccc2OC)c1)c1ccccc1 (stereo not drawn) the results were VLA-4 inh -7, CIT2 TOR yeast 113, AGP1-GFP MLPCN 111, GRK2 aptamer HTS 2, MEP2 TOR yeast 107, LAP4 TOR yeast 105, Yeast superoxide 69 and RPL19A TOR yeast 101.
`CC(=O)Nc1cccc(-n2c(=O)n(Cc3ccccc3)c(=O)c3[nH]cnc32)c1` gave VLA-4 inh -7, CIT2 TOR yeast 106, AGP1-GFP MLPCN 105, GRK2 aptamer HTS 1, MEP2 TOR yeast 107, LAP4 TOR yeast 101, Yeast superoxide 93 and RPL19A TOR yeast 106.

Sorted by SMILES length (rising): three of the compounds above
Cc1ccc(C)c(NC(=O)C2CC(O)CN2C(=O)OC(C)(C)C)c1 (stereo not drawn) was read as VLA-4 inh -1, CIT2 TOR yeast 98, AGP1-GFP MLPCN 100, GRK2 aptamer HTS 8, MEP2 TOR yeast 98, LAP4 TOR yeast 111, Yeast superoxide 93 and RPL19A TOR yeast 100.
Screening CCOc1cc(NC(=O)c2ccco2)c(OCC)cc1NC(=O)CCC(=O)NCc1cccnc1 returned VLA-4 inh 6, CIT2 TOR yeast 96, AGP1-GFP MLPCN 98, GRK2 aptamer HTS 7, MEP2 TOR yeast 98, LAP4 TOR yeast 97, Yeast superoxide 102 and RPL19A TOR yeast 95.
For CCC(C(=O)Nc1ccc(N2CCOCC2)c(S(=O)(=O)Nc2ccccc2OC)c1)c1ccccc1 (stereo not drawn) the results were VLA-4 inh -7, CIT2 TOR yeast 113, AGP1-GFP MLPCN 111, GRK2 aptamer HTS 2, MEP2 TOR yeast 107, LAP4 TOR yeast 105, Yeast superoxide 69 and RPL19A TOR yeast 101.

The results go on:
Screening Cc1ccc(NC(=O)C2=CC(c3cccs3)=NS(=O)(=O)N2C)cc1 returned VLA-4 inh -17, CIT2 TOR yeast 108, AGP1-GFP MLPCN 112, GRK2 aptamer HTS 4, MEP2 TOR yeast 114, LAP4 TOR yeast 112, Yeast superoxide 92 and RPL19A TOR yeast 107.
For O=C(COc1ccc([N+](=O)[O-])cc1)NN=C1CCCC1 the results were VLA-4 inh 22, CIT2 TOR yeast 101, AGP1-GFP MLPCN 105, GRK2 aptamer HTS 0, MEP2 TOR yeast 109, LAP4 TOR yeast 95, Yeast superoxide 103 and RPL19A TOR yeast 96.
`CCCCCCCCNC(=O)CCNC(=O)c1ccc(C(C)(C)C)cc1` gave CIT2 TOR yeast 93, AGP1-GFP MLPCN 96, GRK2 aptamer HTS 0, MEP2 TOR yeast 99, LAP4 TOR yeast 99, Yeast superoxide 100 and RPL19A TOR yeast 97.
`COc1ccc(CCNC(=O)NCCc2c[nH]c3ccccc23)cc1OC` gave VLA-4 inh -4, CIT2 TOR yeast 94, AGP1-GFP MLPCN 102, GRK2 aptamer HTS 2, MEP2 TOR yeast 100, Yeast superoxide 100 and RPL19A TOR yeast 92.
Screening O=C(CN(CC1CCCO1)C(=O)CCC(=O)Nc1nccs1)NCc1ccc2c(c1)OCO2 (stereo not drawn) returned VLA-4 inh 30, CIT2 TOR yeast 96, AGP1-GFP MLPCN 96, GRK2 aptamer HTS 1, MEP2 TOR yeast 98, LAP4 TOR yeast 88 and Yeast superoxide 111.
Screening Cc1ccc(C)c(C(=O)CN2C3=NCCCN3c3ccccc32)c1 returned VLA-4 inh 2, CIT2 TOR yeast 100, AGP1-GFP MLPCN 111, GRK2 aptamer HTS 0, MEP2 TOR yeast 108, LAP4 TOR yeast 99, Yeast superoxide 88 and RPL19A TOR yeast 102.
`Cc1cc(=O)oc2cc(NS(=O)(=O)c3ccccc3)ccc12` gave VLA-4 inh 0, CIT2 TOR yeast inconclusive, AGP1-GFP MLPCN 26[may fluoresce violet], GRK2 aptamer HTS 2, MEP2 TOR yeast 561*[may fluoresce violet], LAP4 TOR yeast 93[may fluoresce violet], Yeast superoxide 107 and RPL19A TOR yeast 60[may fluoresce violet].
Screening FC(F)Oc1ccc(/C=N/c2c(-c3ccc(OC(F)F)cc3)nc3n2CCS3)cc1 returned VLA-4 inh 2, CIT2 TOR yeast 79, AGP1-GFP MLPCN 87, GRK2 aptamer HTS 5, MEP2 TOR yeast 94, LAP4 TOR yeast 114, Yeast superoxide 107 and RPL19A TOR yeast 96.
Screening Cc1cc(NC(=O)CSc2nnc(-c3ccco3)n2Cc2ccco2)no1 returned VLA-4 inh 14, CIT2 TOR yeast 100, AGP1-GFP MLPCN 93, GRK2 aptamer HTS 1, MEP2 TOR yeast 95, LAP4 TOR yeast 89, Yeast superoxide 90 and RPL19A TOR yeast 94.
Screening CCOC(=O)c1ccc(NS(=O)(=O)c2ccc(-c3coc(C)n3)cc2)cc1 returned VLA-4 inh -1, CIT2 TOR yeast 104, AGP1-GFP MLPCN 98, GRK2 aptamer HTS 0, MEP2 TOR yeast 103, LAP4 TOR yeast 91, Yeast superoxide 95 and RPL19A TOR yeast 100.
Screening COc1ccc([N+](=O)[O-])cc1NC(=O)COC(=O)/C=C/c1ccco1 returned CIT2 TOR yeast 93, AGP1-GFP MLPCN 92, GRK2 aptamer HTS 10, MEP2 TOR yeast 103, LAP4 TOR yeast 100, Yeast superoxide 98 and RPL19A TOR yeast 96.
CCCn1cnnc1CNC(=O)C1CCC(=O)N(CCc2ccc(OC)cc2)C1 (stereo not drawn) was read as VLA-4 inh 0, CIT2 TOR yeast 105, AGP1-GFP MLPCN 103, GRK2 aptamer HTS 0, MEP2 TOR yeast 100, LAP4 TOR yeast 94, Yeast superoxide 75 and RPL19A TOR yeast 104.
CS(=O)(=O)c1ccc2nc(NC(=O)c3ccccc3Cl)sc2c1 was read as VLA-4 inh -3, CIT2 TOR yeast 107, AGP1-GFP MLPCN 98, GRK2 aptamer HTS 0, MEP2 TOR yeast 108, LAP4 TOR yeast 102, Yeast superoxide 99 and RPL19A TOR yeast 104.
COc1ccc(-c2csc(NC(C)c3nc4cc(Cl)c(Cl)cc4n3CCCO)n2)cc1 (stereo not drawn) was read as VLA-4 inh -4, CIT2 TOR yeast 98, AGP1-GFP MLPCN 94, GRK2 aptamer HTS 3, MEP2 TOR yeast 96, LAP4 TOR yeast 112, Yeast superoxide 99 and RPL19A TOR yeast 104.
For COCCCNCC(O)C(F)(F)F (stereo not drawn) the results were VLA-4 inh 30, CIT2 TOR yeast 99, AGP1-GFP MLPCN 100, GRK2 aptamer HTS 0, MEP2 TOR yeast 104, LAP4 TOR yeast 96, Yeast superoxide 86 and RPL19A TOR yeast 102.
For Cc1nc2oc3ccc(F)cc3c(=O)c2cc1C(=O)NC(C)(C)C the results were VLA-4 inh 12, CIT2 TOR yeast 93, AGP1-GFP MLPCN 96, GRK2 aptamer HTS 0, MEP2 TOR yeast 91, LAP4 TOR yeast 100, Yeast superoxide 90 and RPL19A TOR yeast 96.
